Screening results as filed in PubChem.
Pol III holo inh: blocks replication by bacterial DNA polymerase III holoenzyme; hit rate 0.25% among 71,000; AID 603; Potency, µM (series often up to 57.1 µM), for the others: top-dose activity change, negative = inhibition; reconstituted DNA polymerase III holoenzyme replication, biochemical; also: potency is read from the fitted curve at half-maximal effect; % is scaled to controls: 0 for no effect and ±100 for the full control effect
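Reconstituted *E. coli* holoenzyme (0.35 nM Pol III, 1 nM beta, 154 nM SSB, 2 nM primase) was preincubated with compound for 15 min at RT. Synthesis on 1.4 nM ssM13Gori ran 35 min, then was stopped with PicoGreen/EDTA and read as dsDNA fluorescence.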
CRE Fsk mod: CRE-bla signaling modulation under forskolin stimulation. AID 662. Potency, µM (top dose mostly 38.2 µM), for the others: at the top dose activity change, negative = inhibition, most hits filed as activators. hit rate 2.5% among 71,000. CHO CRE-bla reporter (cAMP response element driving beta-lactamase), forskolin EC10, beta-lactamase ratio; active = well fitted activation curve with a large enough effect in the signal ratio, with a control signal flat, not every such curve was filed as active; inconclusive = small, poorly fitted or top-dose-only effect, or effect the other way, or a change in a side signal; the % refers to the signal ratio; also: potency is read from the fitted curve at half-maximal effect; % of control where 0% means no effect
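Beta-lactamase reporter under a cAMP responsive element in CHO cells; compounds tested in titration series against EC10 NKH 477, 3 h at 37 °C. Read-out: CCF4 FRET ratio 460nm/530nm (excitation 405nm) giving %Activity, fitted to AC50.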
GFP derepression: epigenetic GFP locus derepression in mouse cells. mouse C127i GFP locus derepression, cytometry, 30 h. Potency, µM (titrated, usually from 46.1 µM), inactives show top-dose GFP derepression (activation). hit rate 0.09% among 68,000; also: % of control where 0% means no effect
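Derepression screen: silenced CMV-GFP reporter in murine C127i cells, 30 h compound incubation at 37 C, washed cells imaged by laser-scanning cytometer to enumerate GFP-expressing objects of 20 to 120 um.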
BRCT PPI red: BRCT-phosphoprotein interaction inhibition (red fluorophore); P38398; BRCT-phosphopeptide binding, red fluorescence polarization; Potency, µM (top dose mostly 76.9 µM), for inactives: at the top dose activity change, negative = inhibition, most hits filed as inhibitors; hit rate 0.03% among 75,000; also: % is scaled to controls: 0 for no effect and ±100 for the full control effect
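Fluorescence polarization: 100 nM His-tagged BRCA1 BRCT with 100 nM TAMRA-labelled phospho-BACH1 decapeptide, phosphate buffer pH 7.3 with 150 mM NaCl, DTT, 0.01% Tween 20; 12 min RT. Binding inhibition seen as FP decrease.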
A350 autofl: compounds fluorescent in Alexa 350 spectral region; Compound autofluorescence, 340/450 nm, Alexa 350 dye-equivalents; stronger effect = higher value; max dye-equivalent concentration, M; hit rate 11% among 59,000; AID 590; in the data active = max dye-equivalent concentration above about 10 nM; inconclusive = mostly about 1.1 nM to 9.6 nM
Hsp90 Hop PPI: changes Hsp90-Hop TPR2A binding signal, up or down; AlphaScreen TPR2A-His6 binding biotin-Hsp90 C-terminal peptide; Potency, µM (doses to about 57 µM), for inactives: at the top dose activity change, negative = inhibition; hit rate 0.44% among 71,000; AID 595; active = well fitted curve in either direction with a large enough effect; inconclusive = small, poorly fitted or top-dose-only effect, or another doubt; also: potency is read from the fitted curve at half-maximal effect; % is scaled to controls: 0 for no effect and ±100 for the full control effect; many of its hits are not listed in these tables
15-hLO inh: inhibitors of human 15-lipoxygenase (ALOX15); P16050; purified 15hLO-1, xylenol orange hydroperoxide absorbance; Potency, µM (titrated, usually from 57.1 µM), for the others: at the highest dose activity change, negative = inhibition, actives largely listed as inhibitors; hit rate 1.4% among 74,000; AID 887; also: potency is read from the fitted curve at half-maximal effect; % is scaled to controls: 0 for no effect and ±100 for the full control effect; nearly all actives have a fitted effect of over 55% in size
Target sequence (P16050 whole entry, looked up): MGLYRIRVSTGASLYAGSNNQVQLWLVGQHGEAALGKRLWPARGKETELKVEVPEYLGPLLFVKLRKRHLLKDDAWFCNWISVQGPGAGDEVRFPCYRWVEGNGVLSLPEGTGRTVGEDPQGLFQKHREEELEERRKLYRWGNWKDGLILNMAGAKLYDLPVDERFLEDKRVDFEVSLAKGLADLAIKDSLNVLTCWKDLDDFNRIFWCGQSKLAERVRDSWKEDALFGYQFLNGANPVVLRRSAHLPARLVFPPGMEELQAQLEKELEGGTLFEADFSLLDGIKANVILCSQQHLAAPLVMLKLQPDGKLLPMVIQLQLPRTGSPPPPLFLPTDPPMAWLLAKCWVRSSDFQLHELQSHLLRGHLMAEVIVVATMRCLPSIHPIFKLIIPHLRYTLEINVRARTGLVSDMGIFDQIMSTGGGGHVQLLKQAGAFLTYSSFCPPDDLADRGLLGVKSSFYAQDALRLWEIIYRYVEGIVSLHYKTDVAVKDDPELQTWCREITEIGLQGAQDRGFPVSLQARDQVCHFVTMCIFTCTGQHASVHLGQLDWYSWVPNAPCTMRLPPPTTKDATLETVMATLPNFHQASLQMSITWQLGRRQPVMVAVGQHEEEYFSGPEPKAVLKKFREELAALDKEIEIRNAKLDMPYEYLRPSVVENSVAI
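Compounds were preincubated 15 min at room temperature with 40 nM purified human enzyme (25 mM Hepes pH 7.5, 0.01% Triton X-100); 50 uM arachidonic acid reacted 6 min. Fe-xylenol orange detection, 30 min, absorbance ratio 573/405 nm.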
UbGFP stabilizer: inhibits proteasome, raising ubiquitin-GFP reporter fluorescence. Ubiquitin-GFP reporter cells, proteasome inhibition, GFP fluorescence; response scale: untreated = 0%, 10 µM MG-132 = 100%. Potency, µM (doses to about 45.9 µM), for inactives: top-dose activation (GFP accumulation), actives largely listed as activators. 67,000 tested, under 10 active; active = well fitted activation curve with a large enough effect, not every such curve was filed as active; inconclusive = small, poorly fitted or top-dose-only effect, or another doubt; inactive = no such curve, though single readings can be large or run the other way; also: potency is read from the fitted curve at half-maximal effect
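Proteasome block read as GFP accumulation: ubiquitin(G76V)-GFP U2OS cells exposed to compound (2.9 nM–46 uM) for 4 hr at 37 C. Normalization used untreated cells as 0% and 10 uM MG-132 as 100%; concentration-response curves fitted.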
HBB splicing: alters splicing of the hemoglobin beta chain; HBB splicing reporter cell assay, activation; EGFP reporter with mutant IVS2-654 intron; response scale: normalised to 500 nM splice-correcting PNA; Potency, µM (doses to about 46.1 µM), without a hit: top-dose activation, actives largely listed as activators; hit rate 0.06% among 65,000; AID 925; also: potency is read from the fitted curve at half-maximal effect; 0% is about no effect
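Compounds were applied for 2 days to HeLa EGFP-654 cells, 500/well in Optimem with 2% FCS. The reporter's EGFP is disrupted by mis-splicing of beta-globin intron IVS2-654. Readout: summed well GFP fluorescence from 488 nm laser scanning; reference was 500 nM antisense […] 654 PNA.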
4MU fluor: compounds fluorescent in 4-MU spectral region; compound autofluorescence, 340/450 nm, 4-MU equivalents; stronger effect = higher value; AID 589; hit rate 11% among 59,000; max dye-equivalent concentration, M; in the data active = max dye-equivalent concentration above about 10 nM; inconclusive = mostly about 1.1 nM to 9.6 nM
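Intrinsic fluorescence at 340/450 nm (ex/em) was read after 15 min at room temperature in pH 8.0, 100 mM Tris. Each compound concentration expressed as 4-MU-equivalent concentration from a six-point 4-MU standard series on each plate.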
BRCT PPI green: inhibitors of human BRCA1 BRCT-phosphoprotein interaction (green fluorophore); BRCA1 BRCT-phosphopeptide binding, green fluorescence polarization; Potency, µM (titrated, usually from 76.9 µM), for the others: at the top dose activity change, negative = inhibition, hits mostly inhibitors; hit rate 0.05% among 75,000; AID 875;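 also: potency is read from the fitted curve at half-maximal effect; plate controls were peptide without protein for full effect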
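Compounds were incubated for 12 min at room temperature with a complex of 100 nM fluorescein-tagged pBACH1 decapeptide and 250 nM His-tagged BRCT protein. Buffer was phosphate pH 7.3 with EDTA, DTT and Tween 20. Disruption of binding lowers the polarization signal.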
An asterisk follows results filed as active; i = inactive; ? = inconclusive; · = no result given; [ ] = another dose, or the depositor's remark. Unless noted, calls follow the shape of the dose curve; as a rule, active = well fitted curve in the direction sought with a large enough effect; inconclusive = small, poorly fitted or top-dose-only effect, or another doubt; inactive = no such curve, though single readings can be large; an effect the other way counts as inactive or inconclusive. Rows were taken by chance (roughly 12% active in at least one column).

SMILES	Pol III holo inh	CRE Fsk mod	GFP derepression	BRCT PPI red	A350 autofl	Hsp90 Hop PPI	15-hLO inh	UbGFP stabilizer	HBB splicing	4MU fluor	BRCT PPI green
CCCN1CCN(C(=O)c2cccc3c2C(=O)N(CCOC)C3)CC1	-1.8%	-7.5%	0.0%	0.7%	·	?	?	17.6%	1.1%	·	-3.7%
Cc1ccc(C(C(=O)NC(C)(C)C)N(C(=O)c2csnn2)c2ccccc2F)o1 (configuration not stated)	-4.9%	-2.6%	0.0%	0.3%	i	-0.8%	2.6%	-7.7%	·	i	-0.3%
NC(=O)CSc1nnc(-c2ccc(S(=O)(=O)N3CCOCC3)cc2)n1Cc1ccccc1	-4.8%	-6.0%	-0.1%	0.0%	?	-4.2%	-0.1%	0.8%	-3.4%	i	-0.9%
CCN(CC)S(=O)(=O)c1ccc2nc(CSc3nnnn3-c3ccc(O)cc3)[nH]c2c1	0.5%	?	-1.4%	-0.3%	?	-8.1%	-5.5%	-6.5%	-3.8%	?	0.9%
COc1ccc(C2C(C(N)=O)=C(C)Nc3nc(-c4ccccc4Cl)nn32)c(OC)c1 (configuration not stated)	-4.7%	9.7%	-1.6%	0.9%	·	-5.2%	7.9%	6.2%	0.2%	·	-0.6%
CS(=O)(=O)N1CCc2cc(-c3csc(NC(=O)Cc4cccs4)n3)ccc21	-1.4%	?	2.5%	0.5%	i	-3.4%	-12.2%	1.8%	-0.3%[57.5 µM]	i	0.4%
CC(=O)NC1C(=O)SC1(C)C (configuration not stated)	2.4%	-7.3%	2.1%	0.2%	i	-4.6%	14.5%	2.4%	2.4%	i	-0.9%
COC(=O)[C@@]1(Cc2ccc(F)cc2)[C@H]2c3cc(C(=O)N4CCCC4)n(CCc4ccc(O)c(O)c4)c3C[C@H]2CN1C(=O)c1ccccc1	-7.1%	-6.6%	·	-0.3%	·	?	·	·	-0.9%	·	-3.7%
COc1ccc2c(c1)c(CC(=O)O)c(C)n2Cc1ccc(F)cc1	-9.2%	-7.2%	0.0%	2.1%	i	-0.5%	-8.8%	-3.3%	1.1%	i	-0.8%
COc1cccc(NC(=O)COC(=O)c2cccnc2)c1	-2.8%	-0.5%	2.6%	1.1%	i	-3.8%	7.6%	-2.5%	·	i	0.3%
COc1ccc(-c2cc(C(F)(F)F)nc(N3CCN(Cc4ccccc4)CC3)n2)cc1OC	-6.6%	?	-2.2%	0.1%	i	10.5%	-24.9%	5.6%	-0.8%	i	0.5%
COc1cc(OC)cc(C(=O)NCC(=O)N2CCC(C)CC2)c1	1.7%	-3.3%	1.3%	-1.2%	i	0.0%	-5.4%	4.0%	0.0%[57.5 µM]	i	-0.9%
Cc1cc(N2CCOCC2)nc(SCC(=O)c2ccccc2)n1	-2.9%	?	-1.6%	-0.9%	i	-1.3%	3.7%	3.2%	-0.2%[57.5 µM]	i	0.3%
CCN1CCN(C(=O)c2ccc3c(c2)N(Cc2ccc(F)cc2)C(=O)c2ccccc2S3=O)CC1 (configuration not stated)	1.5%	-6.4%	0.0%	-0.9%	·	-3.9%	0.5%	12.5%	-0.8%	·	-1.2%
C=CCn1c(SCC(=O)Nc2cc(C)cc(C)c2)nnc1-c1cnccn1	-10.2%	?	2.1%	0.4%	i	-2.2%	3.5%	·	3.4%[0.369 µM]	i	-1.0%
O=C(Nc1ccc(S(=O)(=O)NC2CCCC2)cc1)c1cnccn1	-3.8%	?	1.2%	-0.6%	i	-0.2%	3.7%	0.0%	·	i	-0.5%
CCCCN(CCCC)C(=O)CN(C)S(=O)(=O)c1ccc2c(c1)n(C)c(=O)c(=O)n2C	-10.3%	-8.2%	5.7%	-0.3%	i	-2.5%	3.0%	-4.2%	0.0%	i	-2.8%
CCn1c(=O)cc(OCC(=O)N(C)c2ccccc2F)c2ccccc21	-0.4%	?	5.4%	0.1%	·	?	3.3%	-8.8%	-0.2%	·	-0.8%
CC(=O)c1c(C)[nH]c(C(=O)CSc2nnc(CN3CCCCCC3=O)n2-c2ccccn2)c1C	0.5%	?	4.0%	-1.9%	i	-2.4%	4.1%	2.0%	-0.3%[57.5 µM]	i	1.0%
O=C1OCCC1S(=O)(=O)c1ccc2ccccc2c1 (configuration not stated)	2.7%	5.4%	-2.2%	0.2%	i	-0.2%	1.1%	-1.8%	-0.1%[57.5 µM]	i	1.7%
CCOC(=O)C1=C(O)CSC1=Nc1ccccc1	-0.1%	23.4%	-1.8%	0.7%	·	-0.9%	-4.3%	-2.9%	2.2%	·	0.7%
COc1ccc(Cc2nnc(SCC(=O)N3CCN(c4ccccc4)CC3)o2)cc1	-3.4%	0.9%	0.0%	-0.5%	i	-2.0%	-5.9%	6.2%	0.2%	i	-1.3%
Cc1ccc(N2C(=O)c3cccc4c(N5CCN(C)CC5)ccc(c34)C2=O)c2cccnc12	5.3%	4.1%	12.8%	0.0%	i	0.7%	-1.3%	6.0%	6.8%	i	-6.4%
CCOC(=O)c1ccc2[nH]c(C)cc(=O)c2c1	-1.5%	1.3%	-1.8%	-4.7%	·	-5.6%	1.8%	27.1%	0.9%	·	0.2%
CC(=O)c1ccc(OCCCC(=O)n2nnc3ccccc32)cc1	1.2%	-18.0%	0.3%	-0.1%	i	0.6%	?	-3.0%	-0.6%[57.5 µM]	i	-0.3%
C=CCn1c(N)nc2ccccc21	1.6%	2.6%	2.2%	0.1%	i	-1.5%	0.7%	-0.3%	-0.4%	i	0.1%
COc1cccc(N2CCN(C3OC(=O)c4ccccc43)CC2)c1 (configuration not stated)	-6.5%	?	-2.9%	0.8%	i	-4.6%	1.0%	11.1%	1.1%	i	-1.8%
COc1ccc2nc(C)[nH]c(=O)c2c1	0.2%	3.1%	1.0%	-1.8%	i	?	4.0%	5.9%	-0.2%[57.5 µM]	i	-2.5%
COc1ccc(-c2nc(CNS(=O)(=O)c3cc(OC)ccc3OC)cs2)cc1	-5.8%	-6.3%	·	-0.3%	·	-3.0%	-13.4%	-0.6%	-0.5%	·	-1.7%
CCN(CC)S(=O)(=O)c1ccc(C(=O)NCC(c2cccs2)N2CCOCC2)cc1 (configuration not stated)	-3.9%	-10.4%	1.2%	-0.3%	i	-0.5%	-5.7%	3.2%	-0.4%	i	-1.3%
CC(C)(C)NC(=O)C(Cc1ccccc1)NS(=O)(=O)c1cccc2nsnc12 (configuration not stated)	-5.6%	-13.6%	0.1%	-0.4%	i	-12.7%	-6.6%	3.2%	-2.2%	i	-2.6%
COc1cccc(Cn2c(=O)c(-c3ccc(Cl)cc3)nc3cnc(N4CCN(C)CC4)nc32)c1	-8.8%	?	2.7%[9.22 µM]	-0.3%	i	-4.5%	-6.8%	-7.8%	-2.0%	i	-0.7%
Cc1ccc(-c2noc(CCC(=O)NCCCN3CCN(c4cccc(Cl)c4)CC3)n2)cc1	-6.1%	?	-2.9%	-1.5%	i	-4.9%	-29.8%	0.0%	0.6%	i	-1.5%
CC(=O)N1CCc2ccc(C(=O)CN3CCN(c4cccc(C)c4C)CC3)cc21	-0.8%	-20.7%	2.1%	0.1%	?	-1.8%	-23.5%	·	1.9%[0.369 µM]	i	-0.1%
COc1ccc(Cl)cc1NC(=O)CSc1nnc(COc2ccccc2)n1N	3.0%	-8.4%	0.7%	-0.5%	i	-3.2%	-8.6%	-5.5%	0.8%	i	2.1%
COc1ccc(C(=O)NCc2nnc(SCC(=O)N3CCc4ccccc43)o2)cc1OC	-0.6%	20.6%	0.0%	0.9%	i	-1.6%	-2.2%	16.4%	2.0%	i	-0.9%
O/N=C1/CCSc2ccccc21	-7.0%	-11.9%	-2.1%	1.2%	i	-3.0%	-2.6%	-3.2%	0.8%	i	-0.9%
CN(Cc1nc2ccccc2n1C)S(=O)(=O)c1ccc(Cl)cc1	2.2%	-7.6%	-1.6%	0.3%	i	2.3%	2.8%	-5.3%	-0.4%	i	-4.4%
O=C(CSc1nnc(C2CCCCC2)o1)N1CCCCC1	2.4%	5.5%	0.0%	-0.1%	i	0.9%	-4.2%	-3.4%	0.2%[57.5 µM]	i	-1.5%
CCn1cc(C(=O)NCCCN2CC(C)CC(C)C2)c(=O)c2cc(S(=O)(=O)N(C)C)ccc21 (configuration not stated)	-0.7%	2.6%	·	-1.5%	·	-3.8%[2.3 µM]	-1.4%	4.5%	-0.2%	·	-0.1%
COCCCNC(=O)CCS(=O)(=O)Cc1ccc(C)cc1	-1.9%	-4.2%	2.9%	-1.5%	i	4.5%	10.1%	-9.8%	-0.7%	i	-11.9%
